Assay outcomes deposited in PubChem BioAssay by National Center for Advancing Translational Sciences (NCATS).
Sm TGR inh: S. mansoni TGR enzyme inhibition; AID 485364; Potency, µM (titrated, usually from 114 µM), without a hit: at the top dose activity change, negative = inhibition, actives largely listed as inhibitors; 360,000 compounds, 3% hits; purified TGR, DTNB reduction, TNB absorbance 405 nm; Q962Y6; also: potency is read from the fitted curve at half-maximal effect; nearly all actives have a fitted effect of over 60% in size
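First, TGR (20 nM dispensed) and NADPH were mixed with compound. Second, a 15 min room-temperature incubation followed. Third, further NADPH and then DTNB were added to start the reaction. Finally, TNB absorbance was monitored kinetically.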
Giardia FBPA inh: inhibitors of Giardia lamblia fructose-1,6-bisphosphate aldolase | Potency, µM (titrated, usually from 59.6 µM), inactives show at the highest dose activity, negative = inhibition, most hits filed as inhibitors | AID 2451 | purified Giardia FBPA | A8B2U2 | 290,000 compounds, 0.71% hits; also: potency is read from the fitted curve at half-maximal effect; nearly all actives have a fitted effect of over 55% in size
Target sequence (A8B2U2 whole entry, looked up): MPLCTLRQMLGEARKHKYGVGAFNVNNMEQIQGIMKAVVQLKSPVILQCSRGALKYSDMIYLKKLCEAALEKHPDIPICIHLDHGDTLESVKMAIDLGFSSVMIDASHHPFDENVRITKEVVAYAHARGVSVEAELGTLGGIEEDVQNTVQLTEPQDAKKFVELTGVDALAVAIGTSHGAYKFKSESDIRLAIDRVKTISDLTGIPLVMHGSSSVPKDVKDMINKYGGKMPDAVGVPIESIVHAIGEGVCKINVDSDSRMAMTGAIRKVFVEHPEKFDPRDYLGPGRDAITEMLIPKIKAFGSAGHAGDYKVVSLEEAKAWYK
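40 nM FBPA preincubated 10 min at RT with compound (up to 57.5 uM final), then substrate plus GAPDH/TPI/NAD/arsenate coupling and diaphorase/resazurin added. Fluorescence read after 20 min at RT, 525/598 nm.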
HCMV inh: blocks human cytomegalovirus replication. activity change, negative = inhibition, % at 57.5 µM. HFF cells, HCMV-luciferase reporter, 72 h; active compounds read low. 410,000 compounds, 4.5% hits; in the data active = activity change below about -60%; inconclusive = no clear call, values can overlap the other calls; inactive = above about -39%
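Compounds were evaluated in HFFs infected with an HCMV luciferase reporter virus (MOI 1 PFU/cell). Luciferase in lysates collected 72 h post infection served as the replication measure.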
AmpC inh detg: blocks E. coli AmpC beta-lactamase in detergent assay | P00811 | AmpC hydrolysis of nitrocefin, absorbance 480 nm, 0.01% Triton | Potency, µM (titrated, usually from 114 µM), for inactives: at the top dose activity change, negative = inhibition, hits mostly inhibitors | 370,000 compounds, 0.041% hits;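 also: potency is read from the fitted curve at half-maximal effect; 0% = no-compound wells and -100% = no-enzyme wells; nearly all actives have a fitted effect of over 25% in size; some results filed as inactive show a strong effect at the top dose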
Target sequence (P00811 whole entry, looked up): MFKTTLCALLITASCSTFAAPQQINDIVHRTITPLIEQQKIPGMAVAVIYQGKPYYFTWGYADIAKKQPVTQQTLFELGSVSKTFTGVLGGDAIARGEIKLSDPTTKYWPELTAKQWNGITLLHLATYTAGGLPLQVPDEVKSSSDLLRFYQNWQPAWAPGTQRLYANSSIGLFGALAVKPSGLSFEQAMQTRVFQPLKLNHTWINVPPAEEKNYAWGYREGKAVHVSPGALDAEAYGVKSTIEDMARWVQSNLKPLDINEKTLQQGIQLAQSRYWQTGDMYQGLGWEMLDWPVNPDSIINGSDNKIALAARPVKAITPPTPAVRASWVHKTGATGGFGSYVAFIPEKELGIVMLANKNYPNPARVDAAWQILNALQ
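AmpC (5.3 nM in the dispensed reagent) in 20 mM phosphate pH 7.0 with 0.01% (detergent screen) or 0.0001% Triton X-100 was preincubated with compounds for 15 min at room temperature. Nitrocefin was then added from an 800 uM solution, and hydrolysis was followed at 480 nm.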
AMA1-RON2 inh: inhibitors of Plasmodium falciparum AMA1-RON2 interaction | 360,000 compounds, 0.2% hits | Potency, µM (top dose mostly 58.2 µM), without a hit: at the highest dose activity change, negative = inhibition, hits mostly inhibitors | AlphaScreen AMA1-biotinylated RON2 peptide binding;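 also: potency is read from the fitted curve at half-maximal effect; 0% = vehicle wells and -100% = peptide control; nearly all actives have a fitted effect of over 45% in size; some results filed as inactive show a strong effect at the top dose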
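AMA1 (3D7) with his tag at 25 nM final met compounds first, then biotinylated RON2 peptide at 25 nM; detection used donor plus acceptor beads, 10 µg/mL apiece, read by AlphaScreen after 30 min at room temperature.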
AmpC no deterg: AmpC beta-lactamase inhibition without detergent | P00811 | 330,000 compounds, 0.52% hits | Potency, µM (series often up to 57.1 µM), for inactives: at the highest dose activity change, negative = inhibition, hits mostly inhibitors | AmpC nitrocefin hydrolysis, absorbance 480 nm, 0.0001% Triton;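 also: potency is read from the fitted curve at half-maximal effect; plate controls were no compound for no effect and no enzyme for full effect; nearly all actives have a fitted effect of over 20% in size; some results filed as inactive show a strong effect at the top dose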
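20 mM phosphate pH 7.0 + 0.01% (detergent screen) or 0.0001% Triton X-100; 5.3 nM AmpC reagent; cpd preinc 15 min RT; nitrocefin (800 uM stock) to start; A480 q20 s × 4 min; Activity was normalised to no-enzyme and no-compound control wells.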
* marks the source's active call; other numbers are inactive results; ? = inconclusive; · = not tested or not shown; & = joins results of further samples; [ ] = another dose, or the depositor's remark. Unless noted, calls follow the shape of the dose curve; as a rule, active = well fitted curve in the direction sought with a large enough effect; inconclusive = small, poorly fitted or top-dose-only effect, or another doubt; inactive = no such curve, though single readings can be large; an effect the other way counts as inactive or inconclusive. Unless noted, % is scaled to controls: 0 for no effect and ±100 for the full control effect.

SMILES | Sm TGR inh | Giardia FBPA inh | HCMV inh | AmpC inh detg | AMA1-RON2 inh | AmpC no deterg
O=C(CN1CCN(Cc2ccccc2F)C1=O)NCc1ccco1 | 28.2µM* | 4.2% | 26.4 | 1.9% | -4.5% | -3.5%
CCN(CC(=O)Nc1c(F)cccc1F)C(=O)c1cc([N+](=O)[O-])ccc1N1CCCCC1 | 8.4% | · | -37.9 | -9.2% | -1.2% | -10.6%
Cc1ccccc1CN1CCNC(=O)C1CC(=O)O (centres undefined) | 25.1µM* | -10.8% | -18.8 | -1.7% | 11.7% | -14.6%
CC(=O)N1CCN(c2ccc(NCc3ccc(C)cc3)cc2)CC1 | -4.4% | -25.2% | -4.0 | ? | -15.4% | 77.7%[activator]
CCOc1ccc(CCNC(=O)CSc2cc(=O)n(C)c3cc(Cl)ccc23)cc1OCC | -7.1%&2.7% | 1.9% | 10.4&-28.2 | -7.3%&-8.7% | -18.8% | -5.9%
Cc1cc(CN(C)C(=O)CC2C(=O)NCCN2Cc2c(F)cccc2Cl)n[nH]1 (centres undefined) | 39.8µM* | -20.0% | -32.2 | 11.7% | 3.0% | -3.4%
CSCCC(NC(=O)c1cccc(C)c1)C(=O)OCC(=O)Nc1c(C)nn(-c2ccccc2)c1C (centres undefined) | -5.5% | · | -3.4 | -11.0% | -24.8% | 110.2%[activator]
CCOC(=O)C(C)(C)Oc1ccc(Cl)cc1 | -5.6% | -3.2%&0.6%&-1.2% | ? | ? | 11.9% | -19.2%
Cc1ccc(NC(=O)CN(C)C(=O)c2ccc(Cl)c(S(=O)(=O)NCc3ccco3)c2)cc1 | · | · | -35.0 | · | -9.6% | -18.6%
O=C(O)CC(NC(=O)C12CC3CC(CC(C3)C1)C2)c1cccc(Cl)c1 (centres undefined) | 7.5% | 14.9% | -3.8 | -2.2% | 0.8% | -17.5%
Cc1ccc(CNC(=O)CN(C)S(=O)(=O)c2cccs2)cc1 | 7.5% | 1.2% | -19.2 | 3.1% | 47.5%[activator] | -7.0%
Cc1nc2ccc(S(=O)(=O)NC(C(=O)Nc3nc4ccc(Cl)cc4s3)C(C)C)cc2s1 (centres undefined) | -4.5% | -0.7% | 0.7 | -0.3% | -3.9% | -21.5%
CN(Cc1ccccc1)C(=O)c1cc(-c2cccc(Cl)c2)on1 | 1.3% | · | 18.4 | -4.5% | · | ·
COc1ccccc1CNC(=O)COC(=O)c1ccc(C)c(S(=O)(=O)N2CCCCC2)c1 | 7.3% | · | 15.5 | ? | -2.6% | 0.5%
Cc1nnsc1S(=O)c1ccc(Cl)cc1 (centres undefined) | -2.9% | 2.3% | ? | ? | 13.8% | -10.9%
COc1ccccc1NC(=O)Cn1c(=O)n(CCCCCC(=O)NCc2ccccc2)c(=O)c2sccc21 | 1.2% | · | -13.7 | 8.6% | · | ·
O=C(OCC(=O)N1CCCC1=O)C1CCN(S(=O)(=O)c2ccc(Cl)c(C(F)(F)F)c2)CC1 | 2.1% | · | -26.0 | -8.8% | 2.0% | -1.6%
CCc1ccc(-c2cc(C)no2)cc1S(=O)(=O)NCc1ccco1 | ? | 7.8% | ? | -7.9%&0.1% | -2.6% | -36.7%
CN1CCN(C(=O)COc2ccc(Oc3ccccc3)cc2)CC1 | -1.4% | 0.4% | ? | -7.5% | -2.6% | 61.9%[activator]
CCOC(=O)CC1=C(C(=O)OCC)C(c2ccc(OC)c(OC)c2)C(C#N)=C(N)O1 (centres undefined) | -0.6% | ? | 39.7 | -4.6% | 28.8% | 21.6%
CC(CCl)OC(C)CCl (centres undefined) | -1.6% | · | -73.8* | -1.5% | 0.0% | -9.4%
Cc1ccc(OCCOCCNC(C)(C)C)c([N+](=O)[O-])c1 | 1.4% | -27.3% | -7.1 | -13.3% | -12.9% | 3.5%
CCN1CCN(C(CNS(=O)(=O)c2cccs2)c2cccnc2)CC1 (centres undefined) | -4.2% | -1.3% | 9.3 | -4.3% | 2.2% | -9.9%
COc1ccccc1N1CCN(C(=O)C2CCC(Cn3c(=S)[nH]c4ccccc4c3=O)CC2)CC1 (centres undefined) | -18.3% | -2.0% | -23.5 | -15.0% | 79.3%[activator] | -5.5%
O=C(CC1Sc2ccccc2NC1=O)Nc1cccnc1 (centres undefined) | -5.8% | 0.0% | -21.5 | -5.4% | 20.2% | -23.7%
CCOc1ccc(CN2CCN(C(=O)c3cccc(F)c3)CC2)cc1 | 0.0% | -27.6% | ? | -3.0% | -21.6% | 28.6%
COc1cccc(NC(=O)C(=O)c2cn(CC(=O)N3CCOCC3)c3ccccc23)c1 | 1.1% | · | 81.3 | -4.2% | -10.1% | 158.2%[activator]
O=C(CN1CCCCCC1)Nc1ccccc1C(=O)Nc1ccccc1 | -6.6% | · | -20.3 | -20.0% | 2.0% | -10.3%
Cc1ncsc1CCOC(=O)C1C2CC3CC(C2)CC1C3 (centres undefined) | -13.9% | -21.0% | ? | -3.0% | 14.3% | 0.4%
O=C(NCC(=O)N(CC1CCCO1)C1(C(=O)NC2CCCCC2)CCCCC1)c1ccccc1 (centres undefined) | 12.6% | 0.8% | 1.8 | -13.9% | -4.9% | 1.4%
CSCC[C@H](NC(=O)C1CCN(S(=O)(=O)c2ccccc2)CC1)C(=O)NC1CC1 | 5.2% | · | -1.4 | 5.2% | 9.0% | -2.0%
CCOc1ccc(CNC(=O)c2ccc(NC(=O)c3nsc4ccccc34)cc2)cc1 | 5.1% | · | 92.5 | 1.0% | · | ·

A stretch taken from the entries so far, as a working copy:
SMILES | Sm TGR inh | Giardia FBPA inh | HCMV inh | AmpC inh detg | AMA1-RON2 inh | AmpC no deterg
O=C(NCC(=O)N(CC1CCCO1)C1(C(=O)NC2CCCCC2)CCCCC1)c1ccccc1 (centres undefined) | 12.6% | 0.8% | 1.8 | -13.9% | -4.9% | 1.4%
CSCC[C@H](NC(=O)C1CCN(S(=O)(=O)c2ccccc2)CC1)C(=O)NC1CC1 | 5.2% | · | -1.4 | 5.2% | 9.0% | -2.0%
CCOc1ccc(CNC(=O)c2ccc(NC(=O)c3nsc4ccccc34)cc2)cc1 | 5.1% | · | 92.5 | 1.0% | · | ·

Carrying on.
SMILES | Sm TGR inh | Giardia FBPA inh | HCMV inh | AmpC inh detg | AMA1-RON2 inh | AmpC no deterg
COc1cc(CNn2cn[nH]c2=S)cc(Br)c1OCc1ccccc1F | 2.6% | -0.5% | -7.9 | -3.2% | 79.5%[activator] | -17.9%[2.29 µM]
CCCN(C(=O)Cc1c(C(=O)O)[nH]c2ccc(Cl)cc12)c1ccc(OCC)cc1 | ? | · | -1.9 | 15.3% | · | ·
CCN(CC)C(=O)Cn1cc(SCC(=O)NCc2ccco2)c2ccccc21 | -25.3% | 3.5% | 37.8 | -2.4% | -5.2% | 1.1%
CCOc1ccc(NC(=O)Cn2c(=O)oc3cc(S(=O)(=O)NC4CCCC4)ccc32)cc1 | -1.0% | · | 4.5 | -4.4% | · | ·
CCN1/C(=C2/SC(=S)N(NC(C)=O)C2=O)Sc2ccccc21 | 1.0% | -9.4% | -18.3 | -5.8% | 7.7% | -18.0%
Cc1cc2c(s1)c(C=O)c(C(=O)NCc1ccccc1F)n2C | -4.5% | · | · | -5.7% | · | -7.8%
Cc1ccc(C)c(OCc2ccc(C(=O)N3N=C(C(F)F)CC3(O)C(F)F)o2)c1 (centres undefined) | -1.9% | 0.6% | -34.4 | -12.0% | 14.8% | -37.9%
CCOc1ccc(NC(=O)CSc2nnc(NC(=O)Nc3ccccc3)s2)cc1 | -1.9% | · | 87.3 | -2.2% | · | ·
COc1cc(C(=O)NCc2ccc(-c3nc4ccccc4o3)cc2)cc(OC)c1OC | 2.2% | -0.8% | ? | 2.6% | -4.4% | ·
Cc1cccc(CS(=O)(=O)c2ncc(Cl)c(C(=O)NCc3ccccc3)n2)c1 | 7.94µM* | · | -92.4* | -0.2%&10.4% | 0.1% | -27.6%
c1ccc(N2CCCCC2)c(NC2=NCCC2)c1 | -5.1% | -12.9% | -10.6 | -8.2% | 2.2% | -0.8%
CCCCOC(=O)Nc1nnc(CC)s1 | 0.3% | 0.4% | 92.9 | -4.1% | -3.2% | -8.2%
COC(=O)c1cnn(-c2ccc(Cl)cc2)c1/C=N/NC(N)=S | 21.5% | -5.2% | ? | 5.2% | 93.0%[activator] | -38.7%
CC1(C)NC(=O)N(CC(O)CN2CCCCC2)C1=O (centres undefined) | 2.7% | 1.5% | 33.5 | 2.9% | -2.1% | -2.5%
O=C(NCc1ccncc1)c1ccccc1Nc1ccc(SC(F)F)cc1 | -7.9% | -2.0% | 4.2 | -8.8% | -5.4% | 42.3%
Nc1nnc(SCC(=O)Nc2cc(S(=O)(=O)N3CCOCC3)ccc2Cl)s1 | -5.0% | -13.2% | 11.8 | -12.4% | 56.8%[activator] | -44.6%
CN(C)S(=O)(=O)c1cc(NC(=O)COC(=O)C2COc3ccccc3O2)ccc1Cl (centres undefined) | 5.5% | -0.8% | -4.5 | ? | 2.2% | -36.5%
Cc1csc2ncnc(NC3CCN(Cc4ccccc4)CC3)c12 | 4.7% | -1.3% | ? | 4.2% | 0.0% | 27.2%
Cc1ccc(C)c(OCc2cc(C(=O)NC3CCOC(C)(C)C3)no2)c1 (centres undefined) | -9.6% | -4.0% | 46.8 | ? | 0.1% | 57.9%
Cc1ccc(N2C(=O)Nc3ccccc3C2(O)C(=O)N2CCN(c3ccccn3)CC2)cc1C (centres undefined) | -0.8% | 4.6% | 95.0 | 3.1% | -5.7% | -12.2%
O=C(Cc1ccccc1F)N1CCC(c2nc3c(nnn3Cc3cccc(Cl)c3)c(=O)[nH]2)CC1 | 1.3% | · | -62.0* | 3.5% | · | ·
O=C(Cn1nnc2ccccc2c1=O)N[C@@H](Cc1ccccc1)C(=O)O | 3.6% | 7.7% | -3.1 | 0.2% | 0.0% | -11.9%
CCOCCCNC(=O)c1cccs1 | -23.5% | 2.8% | -9.0 | ? | 1.4% | -17.3%
Cc1cc(-c2ccc(S(=O)(=O)N3CCc4ccccc4C3)s2)on1 | 8.8% | 9.5% | -77.4* | -1.6% | 10.0% | 42.8%
COC(=O)c1ccc(C#Cc2ccccc2)o1 | 3.6% | -0.2% | 8.3 | -6.9% | 2.2% | -9.1%
CC(C)COc1ccc(C(=O)NC(CC(C)C)C(=O)O)cc1 (centres undefined) | 6.0% | 5.4% | -5.6 | -10.7% | -3.1% | -3.1%
Cc1n[nH]c(C)c1CCC(=O)N/N=C/c1cccs1 | 0.0% | 0.3% | 9.9 | 4.0% | 18.2% | -10.3%
CN1CCCN(C(=O)c2ccc(Cl)s2)CC1 | -12.9% | · | -14.7 | 3.6% | -2.9% | -16.6%
